# Source: PubChem (Sanford-Burnham Center for Chemical Genomics)
# NOD1 inhibition: NOD1 signaling inhibitors, primary screen, cell-based, luminescence, uHTS (AID 1578). 290,000 tested, 1% active. one-dose inhibition, % at 4 µM; EC50 in µM for titrated hits. NOD1-driven NF-kB luciferase reporter cells, luminescence; higher % means a stronger effect; in the data active = inhibition mostly above about 36%, no sharp cut-off; inactive = mostly below about 34%;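 also: HEK-293T reporter cells stimulated with the NOD1 agonist gamma-tri-DAP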
# GPR55 activation: GPR55 agonists via beta-arrestin recruitment, primary screen, imaging, U2OS cells, beta-arrestin-GFP redistribution (AID 1961); G-protein coupled receptor 55 (Homo sapiens); U2OS GPR55 beta-arrestin-GFP redistribution imaging; higher % means a stronger effect; activation, % at 10 µM; hits with a dose series show EC50 in µM; 290,000 tested, 0.048% active;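 active = activation above 40% with more than 50 cells counted in the well; inconclusive = wells holding fewer than 50 cells, flagged as toxic or sparse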;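 also: U2OS osteosarcoma cells stably expressing GPR55 and beta-arrestin-GFP; plate controls were DMSO negative control for no effect and LPI positive control for full effect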
# KOR beta-arrestin-1: KOR antagonists, beta-arrestin recruitment, cell-based, luminescence, uHTS (AID 1778) | Kappa-type opioid receptor (Homo sapiens) | KOR beta-arrestin recruitment, luminescence, antagonist mode; higher % means a stronger effect | inhibition, % at 10 µM; hits with a dose series show IC50 in µM | 290,000 tested, 0.091% active; in the data active = inhibition above about 50%; also: strong numbers were not always called active
# GPR35 antagonists: GPR35 antagonists blocking zaprinast-driven arrestin recruitment, primary screen, imaging, U2OS, beta-arrestin-GFP, zaprinast agonist (AID 2058); G-protein coupled receptor 35 (Homo sapiens); U2OS GPR35 beta-arrestin-GFP translocation imaging, zaprinast antagonism; higher % means a stronger effect; inhibition, % at 10 µM; hits with a dose series show IC50 in µM; 290,000 tested, 0.052% active;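 active = inhibition of at least 50% with at least 30 cells and total cytoplasm GFP at most 10,000,000; inconclusive = under 30 cells or total GFP of 10,000,000 plus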
# KOR beta-arrestin-2: KOR agonists, beta-arrestin recruitment, primary screen, cell-based, luminescence, uHTS (AID 1777) | KOR beta-arrestin recruitment, luminescence; higher % means a stronger effect | 280,000 tested, 0.02% active | one-dose activation, % at 10 µM; EC50 in µM for titrated hits | Kappa-type opioid receptor (Homo sapiens); in the data active = activation above about 50%, passing the limit was not always enough; also: a part of the inactive calls stands beside numbers as strong as those of hits
# Siah-1 displacement: Siah-1 peptide-binding antagonists, primary screen, biochemical, fluorescence polarization, rhodamine-plectin, uHTS (AID 1817); Siah-1 / rhodamine-plectin peptide fluorescence polarization; higher % means a stronger effect; 290,000 tested, 0.02% active; displacement, % at 20 µM, or IC50 in µM where a hit was titrated;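 active = displacement of at least 50% at 20 µM, with a fluorescence ratio check between 0.3 and a set limit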;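 also: plate controls were Siah plus tracer with DMSO for no effect and tracer alone without Siah for full effect; strong numbers were not always called active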
# GPR55 LPI antagonism: GPR55 antagonists blocking LPI-driven arrestin recruitment, primary screen, imaging, U2OS, beta-arrestin-GFP, LPI agonist (AID 2013); one-dose inhibition, % at 10 µM; IC50 in µM for titrated hits; 290,000 tested, 0.13% active; G-protein coupled receptor 55 (Homo sapiens); U2OS GPR55 beta-arrestin-GFP translocation imaging, LPI antagonism; higher % means a stronger effect;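 active = spots per cell inhibited over 60%, with over 100 cells counted and total cytoplasm intensity under 500,000; inconclusive = wells with under 100 cells, flagged as likely toxic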;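 also: U2OS cells stably carrying GPR55 and arrestin-GFP stimulated by 5 µM LPI near EC80; imaged beta-arrestin-GFP aggregate spots per cell after agonist stimulation; plate controls were LPI-stimulated DMSO wells for no effect and DMSO wells without LPI for full effect; some results filed as inactive read as strong as hits; confirmed hits need IC50 under 10 µM and bright autofluorescent wells are also inconclusive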
# AID2073: inhibitors of Mint1-CaV2.2 protein interaction, biochemical, HTRF (AID 2073); 290,000 tested, 0.19% active; HTRF protein-protein interaction, Mint1-CaV2.2; higher % means a stronger effect; Voltage-dependent N-type calcium channel subunit alpha-1B (Homo sapiens); inhibition, % at 20 µM, or IC50 in µM where a hit was titrated; in the data active = inhibition mostly above about 51%, no sharp cut-off; inconclusive = no clear call, values can overlap the other calls; inactive = mostly below about 53%; also: some results filed as inactive read as strong as hits
# HIV fusion peptide: inhibitors of HIV fusion peptide binding, primary screen, biochemical, uHTS, fluorescence dequenching (AID 1986) | inhibition, % at 20 µM, or IC50 in µM where a hit was titrated | 290,000 tested, 0.3% active | cell-free peptide binding, fluorescence dequenching, 30 min; higher % means a stronger effect; in the data active = inhibition mostly above about 52%, no sharp cut-off; inactive = mostly below about 76%; also: some results filed as inactive read as strong as hits
# An asterisk follows results filed as active; ? = inconclusive; [ ] = remark or other dose. The list is partial. The share of hits here may be higher or lower than overall.
SMILES,NOD1 inhibition,GPR55 activation,KOR beta-arrestin-1,GPR35 antagonists,KOR beta-arrestin-2,Siah-1 displacement,GPR55 LPI antagonism,AID2073,HIV fusion peptide
Cc1cc(C)n(CC2CC(=O)N(c3ccc(Cl)c(Cl)c3)C2=O)n1 (configuration not stated),5%,-0.2%,-28%,45%,-1.3%,-1%,8%,19%,-0.8%
COc1ccc(C2COC(=O)C2=N)c(NC(=O)c2ccc(Cl)cc2)c1 (configuration not stated),-20%,0.0%,-10%,-4%,-2.2%,3%,0%,6%,1.5%
O=S(=O)(c1ccc(-n2cnnn2)cc1)N1CCNCC1,-4%,-0.4%,9%,4%,0.9%,-1%,11%,6%,2.4%
CC(=O)CCc1c(C)nc2ccc(C(=O)O)cc2c1Cl,-6%,-0.2%,6%,8%,0.3%,3%,2%,8%,19%
O=C(CSc1nnc(NC(=O)c2ccc(F)cc2)s1)NC1CCCC1,-60%,0.2%,-50%,-6%,0.9%,4%,-2%,18%,0.9%
COc1ccc(NC(=O)CN(C)C(=O)CCc2c[nH]c3ccccc23)cc1,-29%,-0.2%,-20%,-21%,-5.6%,-1%,1%,12%,-1.2%
COc1ccc(Nc2cc3n(c(=O)n2)CCc2cc(OC)c(OC)cc2-3)cc1,8%,-0.3%,9%,6%,6.3%,-6%,-2%,12%,-0.7%
COCC(=O)Nc1ccc2c(c1)OCC(=O)N2Cc1ccc(C)cc1,-18%,0.2%,-34%[20 µM],16%,1.8%,6%,16%,0%,-0.5%
Cc1cc(=O)[nH]c(SCc2nc3ccc([N+](=O)[O-])cc3[nH]2)n1,-24%,-0.3%,-20%,12%,4.4%,-6%,-5%,2%,3.5%
CCOc1ccc(CN2CCN(C(=O)c3ccccc3)CC2)cc1,-13%,-0.1%,13%,1%,2.2%,5%,-11%,-4%,1.1%
Cc1cc(C)nc(CCNC(=O)C2CCC(=O)N(Cc3ccccc3F)C2)n1 (configuration not stated),19%,-0.1%,-30%,4%,1.5%,-2%,8%,7%,3.4%
CCCC(=O)c1c(C)c2ccccc2n1C,-14%,-0.2%,2%,13%,10%,-1%,0%,0%,-2.4%
C/C(=N/NC(N)=S)c1cc2ccc(O)cc2oc1=O,-13%,-0.2%,-34%,-14%,4.8%,12%,5%,-28%,36%
CC(=O)Nc1ccc(NC2=C/C(=N/S(=O)(=O)c3cccs3)c3ccccc3C2=O)cc1,-66%,-0.1%,-128%,-12%,5.6%,12%,3%,-10%,-5.5%
COc1ccc(S(=O)(=O)NCC(=O)N(CC(=O)NCc2ccco2)Cc2ccccc2)cc1,-26%,-0.2%,-4%,1%,-2.4%,5%,3%,-7%,2.1%
Cc1cc(=O)n(C)c(=O)n1CCCCCOc1cccc([N+](=O)[O-])c1,-2%,-0.3%,-27%,5%,8.1%,6%,3%,0%,-1.3%
Cc1ccc(OC(=O)CCC(=O)N2CCc3ccccc32)cc1,-12%,0.1%,-11%,-20%,-2.2%,1%,3%,-7%,-1.2%
CC(=O)c1cccc(S(=O)(=O)N2CCN(c3nc4cc(C)cc(C)c4cc3C#N)CC2)c1,4%,-0.2%,-8%,-7%,6.7%,1%,-2%,?,0.9%
CN1CCN(CC(O)COc2ccc(C(=O)O)cc2)CC1 (configuration not stated),-9%,0.3%,6%,9%,-2.9%,2%,6%,9%,2.0%
Cc1cc(C)c(C)c(Oc2ncnc(N)c2[N+](=O)[O-])c1,-18%,0.2%,41%,4%,0.5%,-4%,1%,0%,2.1%
CCC1CN(C(=O)NCc2ccc(C)cc2)c2cc(Cl)ccc2O1 (configuration not stated),-8%,-0.3%,-27%,-8%,-0.1%,-1%,1%,-4%,2.0%
Cc1ccc(CSc2ccc(C(=O)N3CCOCC3)cc2[N+](=O)[O-])cc1,-19%,-0.3%,11%,-9%,2.8%,1%,7%,2%,2.6%
COc1ccccc1N1CCN(Cc2cc3c(cc2Br)OCCO3)CC1,-17%,-0.4%,-44%,18%,-0.3%,-4%,6%,1%,0.6%
O=C(CN1C(=O)/C(=C/c2c(F)cccc2Cl)Oc2ccccc21)NCc1ccco1,-35%,-0.5%,-9%,5%,0.4%,-4%,-6%,13%,-1.3%
COc1ccccc1N1C(=O)c2cccc3c(N(C)CCO)ccc(c23)C1=O,41%,-0.2%,-1%,17%,3.6%,2%,-9%,10%,64%*
Nc1ncc(CCN2CCOCC2)c(-c2ccc(F)cc2)n1,-18%,0.4%,-7%,-1%,-7.9%,4%,6%,17%,-1.5%
O=C(N/N=C/c1cccc(F)c1)c1c(O)c2ccccc2[nH]c1=O,48%,-0.1%,-5%,2%,-3.1%,8%,8%,-1%,2.7%
CCN1CCN(c2cc(C)c3cc(NC(=O)c4cccnc4Cl)ccc3n2)CC1,-10%,0.2%,-4%,2%,6.2%,-4%,-14%,-6%,-0.3%
O=C(O)CCN1C(=O)C2C3c4ccccc4C(c4ccccc43)[C@@H]2C1=O (some centres not stated),0%,-0.1%,16%,7%,1.1%,-2%,1%,?,-0.8%
CCOC(=O)Cn1c(=O)oc2cc(S(=O)(=O)Nc3ccc(F)cc3)ccc21,-7%,-0.1%,46%,-6%,-2.7%,-3%,13%,-3%,-0.9%

# 2 records drawn at random from the list so far, as already listed:
SMILES,NOD1 inhibition,GPR55 activation,KOR beta-arrestin-1,GPR35 antagonists,KOR beta-arrestin-2,Siah-1 displacement,GPR55 LPI antagonism,AID2073,HIV fusion peptide
O=S(=O)(c1ccc(-n2cnnn2)cc1)N1CCNCC1,-4%,-0.4%,9%,4%,0.9%,-1%,11%,6%,2.4%
O=C(N/N=C/c1cccc(F)c1)c1c(O)c2ccccc2[nH]c1=O,48%,-0.1%,-5%,2%,-3.1%,8%,8%,-1%,2.7%

# Compound profiles, from the list above. Values in the order: NOD1 inhibition	GPR55 activation	KOR beta-arrestin-1	GPR35 antagonists	KOR beta-arrestin-2	Siah-1 displacement	GPR55 LPI antagonism	AID2073	HIV fusion peptide
# COc1ccccc1N1CCN(Cc2cc3c(cc2Br)OCCO3)CC1 is entered as -17%	-0.4%	-44%	18%	-0.3%	-4%	6%	1%	0.6%
# CC(=O)c1cccc(S(=O)(=O)N2CCN(c3nc4cc(C)cc(C)c4cc3C#N)CC2)c1 is entered as 4%	-0.2%	-8%	-7%	6.7%	1%	-2%	?	0.9%
# CCOC(=O)Cn1c(=O)oc2cc(S(=O)(=O)Nc3ccc(F)cc3)ccc21 is entered as -7%	-0.1%	46%	-6%	-2.7%	-3%	13%	-3%	-0.9%

# The main list resumes with the two entries that preceded the break.
SMILES,NOD1 inhibition,GPR55 activation,KOR beta-arrestin-1,GPR35 antagonists,KOR beta-arrestin-2,Siah-1 displacement,GPR55 LPI antagonism,AID2073,HIV fusion peptide
O=C(O)CCN1C(=O)C2C3c4ccccc4C(c4ccccc43)[C@@H]2C1=O (some centres not stated),0%,-0.1%,16%,7%,1.1%,-2%,1%,?,-0.8%
CCOC(=O)Cn1c(=O)oc2cc(S(=O)(=O)Nc3ccc(F)cc3)ccc21,-7%,-0.1%,46%,-6%,-2.7%,-3%,13%,-3%,-0.9%
CCOC(=O)c1c(NC(=O)CN2C(=O)NC(C)(c3ccc(Cl)cc3)C2=O)sc(C(=O)NC)c1C (configuration not stated),-39%,0.0%,-9%,-1%,4.8%,4%,10%,6%,2.6%
O=C1CN(S(=O)(=O)c2cccc(Cl)c2Cl)c2ccccc2N1,-23%,-0.1%,-10%,5%,5.4%,5%,-2%,-2%,0.8%
Cc1nc(-n2[nH]c3c(c2=O)CCCC3)[nH]c(=O)c1Cc1ccccc1,60%,-0.2%,4%,-20%,0.0%,-6%,-6%,?,17%
COc1cccc(N2CCN(S(=O)(=O)c3ccc4c(c3)CC(C)N4C(=O)C3CC3)CC2)c1 (configuration not stated),-9%,0.8%,4%,-3%,-4.2%,7%,4%,17%,-1.6%
CC(OC(=O)C12CC3CC(CC(O)(C3)C1)C2)C(N)=O (configuration not stated),-19%,-0.4%,-8%,-6%,-2.2%,4%,4%,0%,0.0%
CCCCc1nnc(NC(=O)CSCc2cc(=O)n3ccsc3n2)s1,-8%,0.0%,-5%,-7%,0.7%,-2%,7%,-2%,-1.0%
Cc1ccc(-c2csc3ncn(CC(=O)N4CCOCC4)c(=O)c23)cc1,-14%,-0.1%,6%,8%,-0.3%,4%,6%,4%,-1.2%
Cc1ccc2c(CC(=O)NCc3ccc4c(c3)OCO4)coc2c1,-26%,0.0%,-1%,12%,0.9%,0%,-1%,8%,0.1%
O=S(=O)(NCc1ccccc1)NCc1ccccc1,-42%,0.0%,-3%,-8%,-3.6%,2%,-12%,1%,-1.5%
C=CCNC(=O)CN(Cc1ccccc1)S(=O)(=O)c1ccc(C)cc1,22%,-0.2%,-10%,6%,0.8%,7%,0%,25%,-2.2%
CC(=O)Nc1ccc(C(=O)OCC(=O)Nc2ccc(N3CCOCC3)cc2)cc1,-35%,-0.2%,2%,-2%,1.7%,2%,4%,-9%,-2.3%
CCOC(=O)C1=C(CS(=O)(=O)c2ccc(C)c(C)c2)NC(=O)NC1c1ccc(O)cc1 (configuration not stated),-2%,-0.4%,-5%,13%,-1.7%,8%,1%,22%,-0.1%
CS(=O)(=O)c1ccc(C(=O)NCC2(N3CCCCC3)CCCCC2)cc1,-24%,-0.2%,-21%,0%,10%,4%,5%,25%,-0.7%
Cc1ccc(C(=O)NC(O)C(Cl)Cl)cc1 (configuration not stated),-21%,-0.2%,-15%,-2%,2.6%,20%,-6%,-5%,3.3%
O=C(O)c1ccccc1/C=N/Nc1ccc(S(=O)(=O)N2CCOCC2)cc1[N+](=O)[O-],-4%,-0.2%,7%,-2%,-5.8%,-1%,0%,-5%,0.0%
COc1ccccc1CNC(=O)CC(C)C,-6%,0.0%,-22%,4%,6.6%,0%,-11%,12%,-0.7%
CCOC(=O)c1sc2ncnc(N3CCN(c4ccc(OC)cc4)CC3)c2c1C,-13%,-0.1%,14%,14%,-3.1%,-3%,19%,9%,-0.6%
CCc1cccc2c(C(=O)COC(=O)c3ccccc3)c[nH]c12,-20%,0.3%,12%,-5%,-0.3%,6%,9%,6%,1.6%
